Screening data from PubChem.
ERG-DNA inh = blocks human ERG Ets domain binding to DNA; 370,000 tested, 0.028% active; fluorescence polarization, His-ERG Ets domain / labelled DNA; P11308; Potency, µM (doses to about 76.9 µM), for inactives: at the top dose FP activity, negative = inhibition, usual class: inhibitors; active = well fitted inhibition curve with a large enough effect in the polarisation, with a control signal flat; inconclusive = small, poorly fitted or top-dose-only effect, or effect the other way, or a change in a side signal; inactive = no such curve, though single readings can be large or run the other way; the % refers to the polarisation;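 also: polarization taken with two DNA probes labelled with fluorescein and Texas red; potency is read from the fitted curve at half-maximal effect; % of control where 0% means no effect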
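His-tagged ERG Ets domain (1 uM in the protein solution; 300mM KCl, 50mM Tris-HCl, 1mM EDTA, 1mM DTT, pH 7.5) received compound, then a probe mix of 5 nM fluorescein-DNA and 100nM Texas-615-DNA. Fluorescence polarization was read for both dyes.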
RGS4 inhibitor = human RGS4 inhibition | P49798 | Transcreener GDP fluorescence polarization, RGS4-accelerated GTP hydrolysis | Potency, µM (highest dose often 114 µM), for inactives: top-dose activity change, negative = inhibition, hits mostly inhibitors | 390,000 tested, 0.039% active | AID 504845; also: potency is read from the fitted curve at half-maximal effect; % is scaled to controls: 0 for no effect and ±100 for the full control effect; nearly all actives have a fitted effect of over 75% in size; some results filed as inactive show a strong effect at the top dose
Target sequence (P49798 whole entry, looked up): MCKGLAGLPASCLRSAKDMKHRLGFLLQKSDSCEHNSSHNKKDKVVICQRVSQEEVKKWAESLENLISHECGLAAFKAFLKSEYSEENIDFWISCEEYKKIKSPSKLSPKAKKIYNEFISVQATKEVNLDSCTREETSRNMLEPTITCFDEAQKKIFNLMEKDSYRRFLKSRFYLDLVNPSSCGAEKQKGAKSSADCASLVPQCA
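MLSMR compounds (23 nl, pin-transferred) preincubated 10 min at room temperature with a 500nM (2x) first reagent, then RGS4 at 900nM (2x) plus Transcreener GDP mix added; fluorescence polarization (620/688 nm) read before and after 90 min at 30 °C.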
GRP78 ERSR act = ER stress response induction in glioma; U87-MG GRP78 promoter luciferase reporter, 16 h; Potency, µM, without a hit: at the highest dose activation, hits mostly activators; 420,000 tested, 0.02% active; also: potency is read from the fitted curve at half-maximal effect; series mostly up to about 76 µM; % of control where 0% means no effect; nearly all actives have a fitted effect of over 35% in size
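Stably transfected U87-MG glioma cells carrying a GRP78-based luciferase sensor; 16 h compound incubation. Luminescence end-point read 10 min after Bright-Glo addition at room temperature.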
LDHA inh = LDHA (human) enzyme inhibition; P00338; purified LDHA, NADH/diaphorase-resazurin fluorescence; active compounds read low; activity change, % (values are at about 110 or 230 µM); 480,000 tested, 0.15% active; in the data active = activity change below about -30%; inconclusive = mostly about -25% to -30%;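 also: plate controls were DMSO wells for no effect and wells without enzyme for full effect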
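Enzyme activity of human lactate dehydrogenase 5 (2 nM; 0.06 mM NADH, 0.2 mM pyruvate, 5 min, RT) is measured via a resazurin/diaphorase fluorescence readout of residual NADH.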
D2 agonist = agonists of human D2 dopamine receptor. HEK293 T-REx D2 cells, calcium flux agonist mode. 340,000 tested, 0.53% active. P14416. activation, % at 2 µM. AID 485358;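 active = activation over 3 SD above normal in the single-dose calcium agonist read, cut at about 30% in these data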; also: 0% is about no effect
Target sequence (P14416 whole entry, looked up): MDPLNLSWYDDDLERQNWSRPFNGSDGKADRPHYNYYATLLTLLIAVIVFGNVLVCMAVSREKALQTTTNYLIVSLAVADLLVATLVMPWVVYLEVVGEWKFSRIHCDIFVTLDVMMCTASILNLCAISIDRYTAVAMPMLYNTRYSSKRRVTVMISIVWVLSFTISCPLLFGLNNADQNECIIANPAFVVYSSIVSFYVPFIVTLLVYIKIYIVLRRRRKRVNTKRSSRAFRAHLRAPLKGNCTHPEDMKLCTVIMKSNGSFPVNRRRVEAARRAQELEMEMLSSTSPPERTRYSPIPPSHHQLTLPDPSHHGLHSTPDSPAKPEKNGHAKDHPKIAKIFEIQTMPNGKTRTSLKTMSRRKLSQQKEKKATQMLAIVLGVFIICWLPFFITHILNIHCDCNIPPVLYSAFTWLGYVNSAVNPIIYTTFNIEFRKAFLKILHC
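Tetracycline-induced HEK293 T-REx cells with force-coupled D2 receptor, plated overnight at 30 C, loaded with no-wash calcium dye. After a 10 s baseline, compound was pin-added and calcium flux read kinetically for 180 s; calcium rises flagged agonists.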
Vif-A3G inh = blocks the Vif interaction with human APOBEC3G; HeLa A3G-eYFP + Vif (tagged APOBEC3G with the HIV-1 protein that degrades it), YFP fluorescence, overnight; Potency, µM (highest dose often 46.1 µM), for inactives: top-dose activity, negative = active, actives largely listed as inhibitors; 410,000 tested, 0.076% active; AID 602310;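 also: potency is read from the fitted curve at half-maximal effect; % is scaled to controls: 0 for no effect and ±100 for the full control effect; nearly all actives have a fitted effect of over 60% in size; hits raise eYFP signal because A3G escapes Vif-driven loss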
Target sequence (Q9HC16 whole entry, looked up): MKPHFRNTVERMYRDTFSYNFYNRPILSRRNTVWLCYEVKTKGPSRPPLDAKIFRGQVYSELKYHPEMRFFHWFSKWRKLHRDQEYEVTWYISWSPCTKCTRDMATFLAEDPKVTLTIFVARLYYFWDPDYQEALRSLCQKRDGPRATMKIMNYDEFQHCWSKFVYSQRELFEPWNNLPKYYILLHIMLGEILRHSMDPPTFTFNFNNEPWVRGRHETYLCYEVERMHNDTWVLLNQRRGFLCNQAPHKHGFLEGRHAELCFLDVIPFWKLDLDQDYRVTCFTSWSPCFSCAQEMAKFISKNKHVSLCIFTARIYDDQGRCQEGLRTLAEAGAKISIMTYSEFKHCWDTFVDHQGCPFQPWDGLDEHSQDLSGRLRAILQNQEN
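Read-out is eYFP fluorescence (Ex 488/Em 500-530) from Vif-expressing HeLa A3G-eYFP cells; more signal means A3G escaped Vif-mediated degradation. Cells plated overnight, compound pinned in, incubated overnight at 37 deg C.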
12-LOX inh = inhibitors of human 12S-lipoxygenase ALOX12. Potency, µM (highest dose often 108 µM), inactives show at the highest dose activity change, negative = inhibition, usual class: inhibitors. purified 12hLO, xylenol orange hydroperoxide absorbance. P18054. 580,000 tested, 1.1% active. AID 1671190; also: potency is read from the fitted curve at half-maximal effect; % is scaled to controls: 0 for no effect and ±100 for the full control effect
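Purified human 12hLO (150 nM final) in 25 mM Hepes, 0.01% Triton X-100, pH 7.0 was preincubated 15 min at room temperature with compound. Then 40 uM arachidonic acid was added, 30 min. Hydroperoxide was read by Fe-XO absorbance ratio 573/405 nm.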
D2 antag = antagonists of human D2 dopamine receptor | P14416 | HEK293 TREx D2 cells, calcium flux, dopamine EC80 | inhibition, % at 10 µM | 340,000 tested, 2% active; in the data active = inhibition above about 30%; also: 0% is about no effect
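Tetracycline-induced HEK293 T-REx cells expressing D2 force-coupled to calcium signalling were dye-loaded, exposed to compound for 180 s, then challenged with an EC80 of dopamine; calcium flux was followed kinetically for a further 180 s.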
Vif-APOBEC3F blk = blocks the Vif interaction with APOBEC3F. 390,000 tested, 0.2% active. Potency, µM (series often up to 46.1 µM), for inactives: at the highest dose activity, negative = active. HeLa A3F-eYFP + Vif (tagged APOBEC3F with the HIV-1 protein that degrades it), YFP fluorescence increase; also: potency is read from the fitted curve at half-maximal effect; % of control where 0% means no effect; nearly all actives have a fitted effect of over 65% in size
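HeLa cells stably expressing Vif plus C-terminally eYFP-tagged A3F were seeded, incubated overnight at 37 deg C, dosed with compound, incubated overnight again at 37 deg C. Yellow fluorescence (Ex 488/Em 500-530) reported blocked Vif-mediated A3F-eYFP degradation.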
* hit, by the source's call; i = inactive; ? = inconclusive; / = not tested or not shown; & = joins results of further samples; [ ] = another dose, or the depositor's remark. Unless noted, calls follow the shape of the dose curve; as a rule, active = well fitted curve in the direction sought with a large enough effect; inconclusive = small, poorly fitted or top-dose-only effect, or another doubt; inactive = no such curve, though single readings can be large; an effect the other way counts as inactive or inconclusive.

SMILES | Vif-A3G inh | ERG-DNA inh | RGS4 inhibitor | GRP78 ERSR act | 12-LOX inh | D2 agonist | LDHA inh | D2 antag | Vif-APOBEC3F blk
COc1ccccc1-c1cc(-c2ccc(O)cc2)nc(N)c1C#N | ? | 6.3% | 11.1% | -1.6% | ? | -0.7 | -0.8 | -22.7 | -17.8%
COC(=O)c1c(C)oc2ccc(NS(=O)(=O)c3cccs3)cc12 | -18.3% | 8.4% | -26.4% | -0.5% | -20.1% | -0.6 | 0.0 | -0.6 | -2.3%
CCOC(=O)C1CCCN(C(=O)c2ccc([N+](=O)[O-])cc2)C1 (configuration not stated) | -2.4% | -7.9% | -3.0% | -0.2% | -14.0% | -0.2 | 0.2 | -2.9 | 2.7%
Cc1ccc(CN(Cc2ccco2)C(=O)COc2ccc(C(C)C)cc2)cc1 | 5.7% | 3.4% | 5.5% | -1.4% | -7.0% | -1.2 | 7.7 | / | -15.5%
O=C(/C=C/c1ccc(O)c(O)c1)c1ccccc1O | -18.7% | 55.5%[activator] | -8.2% | ? | 7.08µM* | -0.6 | 13.0 | -8.6 | ?
Cc1ccc(-n2ccnc(SCC(=O)NCCc3ccccc3)c2=O)cc1F | -4.5% | -3.2% | -4.6% | -3.2% | ? | 0.2 | -5.5 | -14.4 | 7.7%
CC1CN(S(=O)(=O)c2ccc(C(=O)Nc3nc(-c4cc5ccccc5o4)cs3)cc2)CC(C)O1 (configuration not stated) | -3.0% | 9.1% | -16.8% | -0.9% | -23.6% | 1.6 | 0.7 | 5.1 | 1.4%
O=C(O)c1ccccc1NS(=O)(=O)c1ccc(NN=Cc2ccc(F)cc2)c([N+](=O)[O-])c1 | 1.1% | -2.2% | 15.5% | -4.9% | / | / | -10.0 | / | -1.2%
CC(C)(C)C(=O)Nc1ccc(C(=O)NNC(=O)c2ccccc2)cc1 | 0.2% | -8.1% | -23.5% | -1.0% | 0.5% | 2.3 | -11.4 | 12.6 | -9.2%
COc1ccccc1NC(=O)c1cc(C)nc2ccccc12 | 0.2% | -7.7% | -3.8% | -1.5% | -4.3% | -0.4 | -10.0 | 12.4 | 2.5%
Cc1cc(NC(=O)C2CCCC2)n(-c2nc3ccccc3[nH]2)n1 | 0.5% | -1.0% | 21.0% | 3.8% | 5.6% | -1.7 | -1.6 | -19.6 | -17.7%
C=CC(=O)Nc1ccc(Nc2nc(NC3CCC(N(C)C)CC3)nc3c2ncn3C(C)C)cc1 (configuration not stated) | -18.8% | 10.6% | 3.5% | -6.4% | / | / | -1.0 | / | 0.9%
CC(=O)c1cc(-c2ccc(F)cc2)n(CCC(=O)Nc2nc3c(C)cccc3s2)c1C | -1.5% | -2.1% | 0.1% | -0.3% | -23.9% | -0.4 | -4.4 | / | 0.0%
O=c1[nH]cnc(CN2CCCCC2)c1O | -0.3% | / | -30.9% | -4.6% | 5.0% | / | 3.8 | / | 6.5%
O=C(C1=C[C@H](c2coc3ccccc3c2=O)C[C@H](OCCCCO)O1)N1CCN(Cc2ccccc2)CC1 | 1.2% | 0.9% | 5.5% | -5.4% | -15.6% | 0.3 | -7.7 | -10.4 | 2.2%

Just 12-LOX inh, Vif-A3G inh and D2 antag, for some of the entries so far:
mol,12-LOX inh,Vif-A3G inh,D2 antag
COc1ccccc1NC(=O)c1cc(C)nc2ccccc12,-4.3%,0.2%,12.4
CC1CN(S(=O)(=O)c2ccc(C(=O)Nc3nc(-c4cc5ccccc5o4)cs3)cc2)CC(C)O1 (configuration not stated),-23.6%,-3.0%,5.1
COc1ccccc1-c1cc(-c2ccc(O)cc2)nc(N)c1C#N,?,?,-22.7

Next section
SMILES | Vif-A3G inh | ERG-DNA inh | RGS4 inhibitor | GRP78 ERSR act | 12-LOX inh | D2 agonist | LDHA inh | D2 antag | Vif-APOBEC3F blk
CCC(=O)Nc1cccc(-c2nc3ccccc3c(=O)o2)c1 | -0.9% | 6.4% | -16.2% | -2.8% | -6.7% | 0.2 | -8.8 | -10.8 | 1.2%
Cc1[nH]cnc1CN1CCc2c(c3ccccc3n2C)C1=O | -1.2% | ? | -11.8% | -4.7%&-2.3% | -4.6% | / | 1.8 | / | 3.1%
Cc1ccc(NC(=O)c2cc(-c3ccccc3O)n[nH]2)cc1C | -9.4% | 10.4% | 6.9% | 4.2% | i | -0.8 | -7.3 | 8.1 | -0.5%
CCOc1ccccc1Oc1coc2cc(OC)ccc2c1=O | 0.3% | -6.1% | -5.3% | 5.8% | 37.3%[activator] | 0.6 | 4.4&-3.0 | 11.4 | -2.8%
O=C(C[C@@H]1C/C=C/CC[C@H](Cc2ccc(F)cc2)C(=O)O[C@H](c2ccccc2)CNC1=O)NCCO | -0.4% | 0.1% | 30.3% | -1.4% | 35.6%[activator] | / | -10.3 | / | -6.4%
CCCOc1cccc(C2/C(=C(/O)c3ccccc3)C(=O)C(=O)N2CCN(C)C)c1 (configuration not stated) | -2.5% | 5.2% | 1.5% | -6.5% | ? | -1.3 | -3.9 | -9.2 | 7.5%
O=C(CNC(=O)c1ccc(Cl)cc1Cl)OCC(=O)N1CCCC1=O | -3.1% | 6.3% | 12.8% | -5.4% | -25.3% | -0.7 | -2.3 | 19.6 | 4.2%
CC(=O)c1ccc(NC(=O)Cn2c(-n3nc(C)cc3C)nc(C)c(C)c2=O)cc1 | 5.4% | -0.4% | -10.7% | 2.0% | -2.6% | -2.4 | -2.9 | / | -3.8%
CCOc1cc(C#N)c(NC(=O)c2ccc(OC)c(S(=O)(=O)N3CCCCC3)c2)cc1OCC | / | ? | 22.9% | / | -12.5% | -0.7 | -9.5 | / | /
COc1ccc(C2CC(=O)Oc3c(C(CCN4CCOCC4)c4cc(OC)c(OC)c(OC)c4)c(OC)cc(OC)c32)cc1 (configuration not stated) | 2.3%&-10.0% | 9.9% | -2.7%&-0.7% | -6.0%&-5.6% | ? | 0.7 | 0.2 | 1.4 | 3.0%
O=C(c1cc(-c2cccc(Br)c2)nc2ccccc12)N1CCCC1 | 2.0% | -12.1% | -11.2% | -1.1% | -6.6% | -0.7 | -4.6 | -1.3 | 3.6%
COC(=O)C1=C(C)NC(=O)NC1c1cn(-c2ccccc2)nc1-c1cccs1 (configuration not stated) | -4.0% | -0.4% | 8.6% | 4.0% | 29.7% | 0.1 | -5.0 | -29.0 | -6.5%
O=C(C1CCCCC1)N1C[C@H](n2cc(C3CC3)nn2)[C@@H](O)C[C@@H]1c1ccc(Cl)cc1 | -2.2% | / | / | -3.1% | 15.4% | / | -3.1 | / | -0.5%
CCCCOc1ccc(CNC(=O)c2cnc3sc(N4CCCCCC4)nn3c2=O)cc1 | 0.3% | -9.0% | -14.6% | 2.2% | -7.6% | / | -3.8 | / | 0.4%
CCCc1cc(=O)[nH]c(SCC(=O)N2CCC(C(=O)OCC)CC2)n1 | 0.0% | 11.7% | -12.6% | -1.8% | -3.5% | 0.3 | -5.4 | -13.6 | -12.0%
CCOC(=O)CC(=O)CSc1nc(C)nc2c1oc1ccccc12 | -3.2% | -4.4% | -32.5% | 4.1% | 5.5% | 0.0 | -5.4 | 5.7 | -2.4%
COc1cc(C(=O)N[C@@H](Cc2c[nH]c3ccccc23)C(=O)O)cc(OC)c1OC | -1.6% | 16.1% | 9.2% | -5.7% | ? | 0.0 | -2.8 | -9.4 | -5.2%
Cc1ccc2c3c([nH]c2c1)C(=O)CC(C)(C)S3 | -0.8% | -1.2% | -1.1% | -5.2% | -4.2% | -0.1 | -4.4 | -2.0 | -3.9%
Cc1ccc(-n2nnnc2CNC(=O)c2ccccc2F)cc1C | 2.4% | -8.7% | 9.5% | -1.8% | -3.0% | / | -1.0 | / | -0.5%
Cc1cc(-c2nc(C)c(-c3nnc(SCC(=O)Nc4ccccc4)n3C)s2)no1 | -6.4% | 1.1% | 5.7% | -4.0% | -14.8% | 0.3 | 7.8 | 1.1 | 7.4%
COc1cc2[nH]c(=O)n(CCC(=O)NCCC(C)C)c(=O)c2cc1OC | -0.3% | -2.4% | 4.7% | -0.9% | 6.6% | 0.3 | -3.9 | 6.4 | -0.5%
COc1ccc(NC(=O)CC2SC(=O)NC2=O)cc1 (configuration not stated) | -0.6% | 2.0% | -19.9% | -0.5% | -0.1% | 0.1 | -4.8 | -12.2 | -6.4%
COc1ccc(OC)c(CCNc2nc3cc(OC)c(OC)cc3c3nc(-c4cccnc4)nn23)c1 | 4.8% | 1.7% | -7.7% | -3.9% | 1.3% | 0.4 | 0.4 | / | 8.8%
COC(=O)[C@]1(C)N[C@H](c2ccc(-c3ccc(Cl)c(Cl)c3)cc2)[C@@H]2C(=O)N(C)C(=O)[C@@H]21 | -0.6% | -8.8% | -8.2% | -2.0% | -19.5% | 0.9 | -1.2 | -5.2 | 1.5%
O=C(CN1CCN(c2ccccc2)CC1)Nc1ccncc1 | 1.6% | 6.9% | -6.7% | -2.7% | 7.5% | 27.3 | -0.1 | 21.1 | 2.3%
O=C(O)c1ccc([N+](=O)[O-])c(CS(=O)(=O)c2ccc(Cl)cc2)c1 | 0.2% | 2.2% | 12.6%[11.4 µM] | -1.1% | -5.3% | 0.5 | 0.8 | -7.4 | 2.1%
COc1ccc(C)cc1NC(=O)CNC(=O)c1sc2ccccc2c1Cl | -6.5% | 3.7% | 22.9% | -10.8% | -11.0% | -0.4 | -2.6 | -3.4 | ?

Not all compounds are listed, so the mix of outcomes need not match the whole.
